# High-throughput results: PubChem, The Scripps Research Institute Molecular Screening Center
# TCR CD3 inh: inhibitors of human TCR-CD3 interaction; TAMRA-labeled TCR probe fluorescence, biochemical; inhibition, % at 9.4 µM; hit rate 0.37% among 360,000; AID 651800; in the data active = inhibition above about 19%;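 also: recombinant mutant TCR 2C K166C tagged with TAMRA read by polarization; 0% = receptor in buffer alone and 100% = receptor with positive control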
# DDE Tn7 FP inh: DD(E)-Tn7 binding inhibition, primary FP screen. inhibition, % at 8.3 µM. FP displacement of FITC-Tn7 peptide from fibrin DD(E); 0% = median of compound wells per plate. hit rate 0.13% among 370,000. AID 720508. P02675;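 active = inhibition above the mean of compounds falling within the control limits plus 3 SD of them, cut at about 14% in these data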;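 also: 0% = plate median of compound wells and 100% = 10 µM Aha-Tn7 peptide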
#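 Test system: human clot-derived fibrin DD(E) complex / Quantity: 2 µM final DD(E) protein / Incubation: 10 min plus 3 h, room temperature / Measured by: fluorescence polarization / Benchmarks: high control of 10 µM Aha-Tn7 peptide / Replicates: singlicate testing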
# LEDGF integ inh: blocks HIV-1 LEDGF/p75-dependent DNA integration; TR-FRET IN-LEDGF/p75 DNA integration, Eu/Cy5; inhibition, % at 3.7 µM; hit rate 0.64% among 370,000;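 active = inhibition above the screen-wide mean plus 3 SD, cut at about 13% in these data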;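 also: signal is the Cy5 over europium emission ratio at 671 and 618 nm; 0% = plate median of compound wells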
# SIAE primary: human SIAE inhibition, primary screen. SIAE FP-Rh probe binding, fluorescence polarization. inhibition, % at 9.66 µM. hit rate 0.69% among 370,000;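 active = inhibition above a cutoff: mean of compounds within the control limits plus 3 SD of those, cut at about 17% in these data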;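 also: 0% = plate median of compound wells and 100% = probe without SIAE protein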
# TDP2 inh: TDP2 (human) inhibition, absorbance primary screen; hit rate 0.34% among 370,000; O95551; inhibition, % at 12.8 µM; recombinant TDP2, T5PNP hydrolysis, p-nitrophenol absorbance 415 nm;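 active = inhibition above the mean of all tested compounds plus 3 SD, set per campaign, cut at about 25% in these data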;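 also: 0% = DMSO with enzyme and 100% = buffer with substrate but no TDP2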
#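 Assay system: Recombinant human TDP2 | Quantity: 120 nM TDP2 per well | Incubation: 2 h at 37 °C | Signal: Epi absorbance | Evaluation: Percent inhibition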
# Tn6 DDE FP: DD(E)-Tn6 binding inhibition, primary FP screen | P02675 | Fibrin DD(E) TRITC-Tn6 fluorescence polarization displacement | inhibition, % at 8.3 µM | hit rate 0.21% among 370,000 | AID 720509;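 active = inhibition above a per-campaign cutoff: mean of compounds within control limits plus 3 SD, cut at about 15% in these data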;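 also: 0% = median of all compound wells on the plate and 100% = blocking peptide control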
# UHRF1 MBD2 ctr: UHRF1 methyl-DNA binding inhibition; hit rate 0.75% among 370,000; Q96T88; UHRF1 binding to methylated oligo, TR-FRET; AID 687016; inhibition, % at 4.4 µM; in the data active = inhibition above about 21%;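 also: UHRF1 SRA domain binding a hemimethylated CpG hairpin DNA probe; 0% = median of test compound wells and 100% = reference inhibitor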
# Target sequence (Q96T88 whole entry, looked up, the tested form may be a part): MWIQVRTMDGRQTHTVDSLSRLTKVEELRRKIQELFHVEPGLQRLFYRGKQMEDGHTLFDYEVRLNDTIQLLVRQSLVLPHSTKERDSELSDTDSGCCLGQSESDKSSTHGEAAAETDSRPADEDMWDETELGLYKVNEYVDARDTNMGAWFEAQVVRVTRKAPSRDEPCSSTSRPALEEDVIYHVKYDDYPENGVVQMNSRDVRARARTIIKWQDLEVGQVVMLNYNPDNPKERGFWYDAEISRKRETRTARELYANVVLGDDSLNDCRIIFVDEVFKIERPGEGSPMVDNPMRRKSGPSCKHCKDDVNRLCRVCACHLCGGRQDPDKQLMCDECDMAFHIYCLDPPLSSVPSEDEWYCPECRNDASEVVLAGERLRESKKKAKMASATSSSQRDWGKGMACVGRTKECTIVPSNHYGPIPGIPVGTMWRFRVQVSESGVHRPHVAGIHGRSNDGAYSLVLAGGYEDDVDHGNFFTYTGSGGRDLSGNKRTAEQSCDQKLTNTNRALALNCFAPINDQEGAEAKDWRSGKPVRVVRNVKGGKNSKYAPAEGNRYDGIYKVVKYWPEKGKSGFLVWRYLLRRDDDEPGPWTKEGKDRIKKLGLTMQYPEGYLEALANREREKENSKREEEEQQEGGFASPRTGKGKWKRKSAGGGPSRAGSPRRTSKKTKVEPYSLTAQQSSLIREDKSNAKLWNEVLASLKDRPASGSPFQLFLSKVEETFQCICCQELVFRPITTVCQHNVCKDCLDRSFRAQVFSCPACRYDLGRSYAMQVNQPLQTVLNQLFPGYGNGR
# PRMT1 FP inh: blocks human protein arginine methyltransferase 1; AID 652257; Q99873; recombinant PRMT1, activity-based probe fluorescence polarization; inhibition, % at 2.79 µM; hit rate 1.3% among 370,000;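 active = inhibition above about 21% made by adding two undisclosed values, limit read from the data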
# proKLK7 act: activators of human kallikrein-7 zymogen. P49862. purified proKLK7, EDANS-DABCYL substrate fluorescence; 100% is mature enzyme control, 0% vehicle. activation, % at 7 µM. hit rate 0.9% among 370,000;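 active = activation above the mean of all tested compounds plus 3 SD, computed per campaign excluding outliers beyond control limits, cut at about 13% in these data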
# Target sequence (P49862 whole entry, looked up): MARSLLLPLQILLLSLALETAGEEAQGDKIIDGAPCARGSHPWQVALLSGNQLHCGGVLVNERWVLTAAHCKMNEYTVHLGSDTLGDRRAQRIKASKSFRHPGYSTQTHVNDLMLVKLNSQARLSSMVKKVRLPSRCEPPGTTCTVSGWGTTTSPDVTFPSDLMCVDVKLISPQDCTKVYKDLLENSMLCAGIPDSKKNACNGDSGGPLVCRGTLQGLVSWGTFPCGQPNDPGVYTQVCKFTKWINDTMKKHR
# MBD2 DNA inh: inhibitors of human MBD2 binding to methylated oligonucleotide. Q9UBB5. TR-FRET. inhibition, % at 4.4 µM. hit rate 0.31% among 370,000; in the data active = inhibition above about 13%
# The depositor's hits bear a star.
SMILES,TCR CD3 inh,DDE Tn7 FP inh,LEDGF integ inh,SIAE primary,TDP2 inh,Tn6 DDE FP,UHRF1 MBD2 ctr,PRMT1 FP inh,proKLK7 act,MBD2 DNA inh
Cc1cc(NC(=S)N(CCCN2CCOCC2)Cc2ccco2)ccc1Cl,-10,-1,-2,3,-5,0,14,12,0.0,8
CC(C)Cc1nc(Nc2ccc(S(=O)(=O)N3CCCC3)cc2)c2nnn(Cc3ccccc3)c2n1,9,1,-1,-20,-1,3,-3,-1,18*,0
CSc1ncccc1C(=O)NC1CC(C)(C)Cc2c1cnn2-c1ccccc1C (centres undefined),-2,3,3,1,1,-7,3,-3,-0.3,1
Cc1cnc(C(=O)OC(C)C(=O)Nc2cccc3ccccc23)cn1 (centres undefined),-4,2,0,7,13,1,-2,1,0.2,1
O=C(CCCCC(=O)NCCCc1ccccc1)NCCCc1ccccc1,-2,3,1,-1,-9,-1,-2,0,0.9,4
C=CCOc1ccc(Cl)cc1CNC1CCCC1,4,-5,3,2,7,9,-2,-5,-0.5,-2
C[C@@H]1CN(C(=O)c2ccc(OC3CCN(S(=O)(=O)N(C)C)CC3)cc2)C[C@H](C)O1,1,1,0,0,6,2,1,0,0.0,-3
CCc1nnc(NC(=O)C2CCN(c3cnccn3)CC2)s1,-7,1,-4,-3,-1,6,1,3,0.2,2
Cc1ccc(OCCC(=O)OCC(=O)N2CC(=O)Nc3ccccc32)cc1,10,-3,1,6,3,-5,11,-3,0.8,7
Cc1ccc(N2C(=O)c3cccc4c([N+](=O)[O-])ccc(c34)C2=O)c2cccnc12,9,3,3,-11,-25,11,4,-3,0.1,0
O=C(NCCCN1CCCC1=O)c1sc2ccccc2c1Cl,7,2,2,-6,-3,5,-1,-1,-1.0,-3
Cc1cccc(OCCCCc2c(C)n[nH]c2C)c1,6,-7,7,-3,-2,1,-1,-2,0.5,-5
CCOC(=O)CSC1=NC(=O)/C(=C\c2ccc(Cl)cc2)S1,-2,-3,0,-13,0,-2,2,12,-0.2,1
O=C1CC(C2CCCO2)C(=O)N1c1ccc(Cl)c(Cl)c1 (centres undefined),-1,9,-3,5,2,-4,-1,2,0.2,0
Fc1ccc(-c2ccc3c(n2)CCCN3Cc2ccccc2C(F)(F)F)cc1,4,-4,-1,-1,-8,-4,-1,-1,-7.3,2
CCn1c2ccc(C)cc2c2nnc(SCCN3CCCCC3)nc21,-9,6,-4,-2,5,2,3,4,0.1,-1
COC(=O)C(C)Oc1cc(OC(C)C(=O)OC)c2c(-c3ccccc3)cc(=O)oc2c1 (centres undefined),-1,1,-1,-2,-7,2,1,2,0.5,1
Cc1ccc2c(c1)c1ncnc(N3CCc4ccccc4C3)c1n2C,-4,-6,2,-3,-9,-4,9,0,3.6,2
Cc1ccc(CN2C(=O)C(C)(C)Oc3ccc(C(=O)N4CCCCC4)cc32)cc1,1,-2,7,-4,-12,-1,6,-2,-0.2,2
COc1ccccc1N1CCN(S(=O)(=O)c2ccc3c(c2)n(C)c(=O)n3C)CC1,2,11,-1,0,8,4,-2,0,0.3,-3
CCCCN(C=O)c1c(CC)nc2c(OCC(=O)c3ccc(F)cc3)cccn12,1,-4,-1,-1,-12,-1,-4,-4,0.1,-6
CC/C(C)=N/NS(=O)(=O)c1ccc(C)c([N+](=O)[O-])c1,7,-6,2,-4,23,-3,-1,-1,-0.1,-2
COc1ccc(C)cc1Nc1n[n+](-c2ccccc2)c(-c2ccc(NC(C)=O)cc2)s1,-8,-5,0,1,9,2,4,1,0.5,9
CCC(=O)OCC(=O)N=c1sccn1Cc1ccc(C)cc1,-3,10,-8,-6,-1,1,2,1,-0.3,1
CN(C)CC(C)(C)CNC(=S)Nc1cc(S(=O)(=O)N2CCOCC2)ccc1Cl,-3,1,0,2,1,-7,5,1,-0.4,5
CCOC(=O)c1cnc2ccc(Br)cc2c1NCCCN1CCOCC1,5,-5,0,0,8,0,-1,1,0.5,-5
Brc1ccc(N/N=C(/N=Nc2nn[nH]n2)c2ccccc2)cc1,-2,5,2,17*,3,-1,3,2,0.1,3
O=C1CCC/C(=N/NC(=O)c2ccc(CN3c4cccc5cccc(c45)S3(=O)=O)cc2)C1,3,-5,3,-2,-10,5,-1,6,-7.2,3
CCn1c(=O)cc(OCC(=O)NCC2CCCO2)c2ccccc21 (centres undefined),-4,6,-3,-2,5,-4,5,1,-0.5,0
CC(C)(C)N1CC(c2nc3ccccc3n2Cc2ccc(Cl)cc2)CC1=O (centres undefined),3,2,0,-8,-2,-3,-2,-2,-1.2,-6
Cc1[nH]nc(N)c1N=Nc1ccc(Br)cc1,2,-9,4,5,-11,-12,-2,-5,0.6,-4
c1ccc2c(c1)[nH]c1c(N3CCN(C4CCCCC4)CC3)ncnc12,-2,9,1,3,3,6,9,1,12,5
CN(CC(=O)Nc1ccccc1Cl)C(=O)COC(=O)C1CCN(c2ccc(C(F)(F)F)cn2)CC1,-11,-1,-1,-1,-10,1,7,8,4.4,7
CC(=O)c1cccc(NC(=O)c2ccc(-n3cncn3)c3ccoc23)c1,8,0,7,-14,-16,6,6,2,0.9,5
COc1ccccc1C1CCN(Cc2c(C)[nH]c3ccccc23)CC1,-7,-11,2,0,-2,-6,1,-2,2.5,0
CN(C)CCOCCOc1ccccc1-c1ccccc1,3,-3,4,3,15,-5,5,1,0.1,-3

# Three compounds from above, sorted by the value under DDE Tn7 FP inh, smallest number first:
compound | DDE Tn7 FP inh
COc1ccccc1C1CCN(Cc2c(C)[nH]c3ccccc23)CC1 | -11
CC(C)(C)N1CC(c2nc3ccccc3n2Cc2ccc(Cl)cc2)CC1=O (centres undefined) | 2
c1ccc2c(c1)[nH]c1c(N3CCN(C4CCCCC4)CC3)ncnc12 | 9

# Further records.
SMILES,TCR CD3 inh,DDE Tn7 FP inh,LEDGF integ inh,SIAE primary,TDP2 inh,Tn6 DDE FP,UHRF1 MBD2 ctr,PRMT1 FP inh,proKLK7 act,MBD2 DNA inh
CCn1c(SCC(=O)NC2CC2)nnc1-c1ccc(C)cc1,14,2,-5,4,-19,1,-3,1,0.3,-6
O=C(NC(=S)Nc1ccccc1OC(F)F)c1ccc2c(c1)OCO2,4,-3,2,6,-8,-6,1,4,-0.5,6
C/C(=N\Nc1ccc(Cl)c(Cl)c1)c1ccc(-n2ccnc2)cc1,4,2,3,6,-3,-8,0,3,-1.6,-4
O=C(O)C1CC1c1ccc(Br)cc1 (centres undefined),-4,0,2,16,0,6,-2,2,0.8,0
O=C(CSc1nnc(C2COc3ccccc3O2)o1)NC1CCCCC1 (centres undefined),-9,-4,-2,4,5,-1,0,2,-0.5,0
OCCCNc1nc(-c2ccc(Cl)cc2)nnc1-c1ccccc1,-2,2,2,-10,0,1,1,1,-0.2,-1
CC1CCCCC1NC(=O)CSc1nnc(CNC(=O)c2ccccc2)n1C (centres undefined),1,1,-2,5,-3,1,1,1,-0.8,0
COc1ccc(CCNC(=O)c2cc(=O)c3cc(C)ccc3o2)cc1OC,10,-10,1,0,5,7,2,0,0.3,-3
COc1ccc(Nc2ncnc3c2cnn3-c2ccccc2)cc1OC,6,-3,5,-6,-6,0,1,-11,-1.0,1
CCOC(=O)N1CCN(C(=O)CSc2nnc(-c3cccc(OC)c3)o2)CC1,-5,-8,-5,3,-9,-1,2,5,-0.2,0
CS(=O)(=O)Nc1ccc(N2CCN(c3ccc(C(F)(F)F)cn3)CC2)nc1,-2,6,-4,-3,2,2,2,1,-1.1,4
COc1ccc(C2CC(=O)c3ccccc3O2)cc1 (centres undefined),3,11,-2,-2,8,-1,-2,-3,0.1,1

# The closing 2 records of the part before come first, to join the parts.
SMILES,TCR CD3 inh,DDE Tn7 FP inh,LEDGF integ inh,SIAE primary,TDP2 inh,Tn6 DDE FP,UHRF1 MBD2 ctr,PRMT1 FP inh,proKLK7 act,MBD2 DNA inh
CS(=O)(=O)Nc1ccc(N2CCN(c3ccc(C(F)(F)F)cn3)CC2)nc1,-2,6,-4,-3,2,2,2,1,-1.1,4
COc1ccc(C2CC(=O)c3ccccc3O2)cc1 (centres undefined),3,11,-2,-2,8,-1,-2,-3,0.1,1
Cc1nc(-c2ccccc2)cn(O)c1=O,3,9,-2,-5,-7,0,2,-2,-0.4,-2
CCn1c(O)c(C=Nc2ccccc2)sc1=S,-1,2,2,10,-10,-2,-3,-1,1.2,-6
CCOC(=O)c1ccccc1NC(=O)COC(=O)CCNS(=O)(=O)c1ccc(C)c(C)c1,7,0,-1,4,3,-7,-1,-3,1.2,-5
Cc1ccc(N(CC(=O)NCC2CCCO2)S(=O)(=O)c2ccc(Cl)cc2)cc1C (centres undefined),7,6,2,4,10,0,-1,-5,-1.1,-7
CC(=O)Nc1cc(C(=O)N(C)Cc2ccco2)ccc1Sc1ccc(Cl)cc1,2,-2,1,4,2,-3,2,0,0.7,-5
O=C1C(=Cc2ccccn2)CCc2ccccc21,0,-8,-6,1,-7,-8,2,1,-0.2,1
COC(=O)C[C@H]1c2cc(F)cc(F)c2S(=O)(=O)N1C1CCN(Cc2ccccc2)CC1,-2,-3,0,0,3,4,0,-3,-0.1,1
Nc1ncnc(Nc2cccc(C(F)(F)F)c2)n1,4,-6,-3,3,-6,-2,-1,-4,0.0,0
CCN(C(=O)CCC(=O)N(CC)c1ccccc1)c1ccccc1,-2,4,0,1,-1,5,5,2,-0.6,5
NC(=O)COC(=O)c1cccnc1Nc1ccccc1F,0,-5,-3,-1,-4,-1,-2,1,0.2,4
CC(C)(C)c1n[nH]c(=S)n(N)c1=O,1,-5,0,-7,-5,-11,4,5,0.2,3
C=CCn1c(SCC(=O)Nc2c(C)n(C)n(-c3ccccc3)c2=O)nc2scc(-c3ccccc3)c2c1=O,1,-2,-1,8,-5,1,-2,0,0.3,-3
COc1ccccc1Oc1nnnn1-c1ccc(C(N)=O)cc1,10,-3,-4,2,4,1,1,0,0.0,4
Cc1ccc(S(=O)(=O)NC(=O)COc2ccccc2C)c(C)c1,4,3,5,-2,-8,-6,4,-1,-0.2,5
Cc1cccc(C)c1OCc1nnc(SCC(=O)Nc2nccs2)o1,5,3,2,4,-2,-6,1,0,0.0,0
Cc1sc2nc3n(c(=O)c2c1C)NC(=O)CC3,1,4,-3,3,2,2,-3,-1,-0.1,1
CC1CCN(C(C(=O)Nc2ccc3c(c2)OCO3)c2ccccc2)CC1 (centres undefined),1,-4,4,2,6,-8,-3,-7,-0.1,-4
Cn1cnnc1SCCNS(=O)(=O)c1cccc([N+](=O)[O-])c1,-4,5,-5,-7,-4,-4,9,4,-0.8,4
NC(=O)CCn1c(C(=O)c2cc(Cl)c(N)c(Cl)c2)c2ccccc2[n+]1[O-],3,3,-2,-4,-2,4,0,-1,0.7,-1
CN(CCO)c1ccc([N+](=O)[O-])cc1C(=O)O,6,0,-1,11,5,3,18,0,0.7,6
COc1cccc(C(=O)Nc2cc(C)on2)c1,3,5,2,-2,4,2,-1,-3,0.0,-3
C=Cc1cnc([N+](=O)[O-])n1C,6,3,8,-9,-13,-6,2,-2,-0.5,3
CCCCN(C(=O)c1ccc(NC(=O)C(C)C)cc1)c1ccccc1,-4,0,-6,-5,-6,1,2,1,-0.4,-2
CC(=O)Nc1cc(OC(=O)c2ccco2)cc(OC(=O)c2ccco2)c1,6,-3,1,-4,7,3,-2,1,0.4,1
